Screening results: PubChem, National Center for Advancing Translational Sciences (NCATS)
TrxR1 substrate: rat thioredoxin reductase 1 substrate activity; AID 588456; Potency, µM (titrated, usually from 114 µM), inactives show at the highest dose activity change, negative = substrate turnover; 0.01% of 390,000 active; purified TrxR1 substrate turnover, NADPH consumption readout; O89049; note: potency is the fitted concentration of half-maximal effect; % is set by controls: 0 for no effect and ±100 for the full control effect; nearly all actives have a fitted effect of over 50% in size
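Rat TrxR1, dispensed at 90 nM, was prereduced with 400 uM NADPH (final) for 5 min at ~22 deg C, then incubated with compound 15 min before 400 uM selenite. A first-read NADPH fluorescence drop versus no-compound background flagged substrates.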
TrxR1 inh: inhibitors of rat thioredoxin reductase 1; 1% of 390,000 active; O89049; recombinant rTrxR1, NADPH fluorescence consumption, selenite substrate; Potency, µM (top dose mostly 114 µM), for inactives: at the highest dose activity change, negative = inhibition, most hits filed as inhibitors; AID 588453; note: potency is the fitted concentration of half-maximal effect; % is set by controls: 0 for no effect and ±100 for the full control effect; nearly all actives have a fitted effect of over 65% in size
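Rat TrxR1 (90 nM in the dispensed reagent) was pre-reduced with 400 uM NADPH for 5 min at room temperature, then incubated with compound for 15 min. After 400 uM selenite was added, NADPH fluorescence (Ex 340/Em 450 nm) was followed for 8 min.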
mIDH1 inhibitor: inhibitors of human mutant IDH1 R132H | IDH1-R132H enzyme, NADPH consumption, diaphorase/resazurin fluorescence | Potency, µM (series often up to 76.6 µM), without a hit: at the top dose activity change, negative = inhibition, actives largely listed as inhibitors | 0.093% of 390,000 active; note: potency is the fitted concentration of half-maximal effect; % is set by controls: 0 for no effect and ±100 for the full control effect; nearly all actives have a fitted effect of over 65% in size
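IDH1-R132H (0.5 ug/mL) preincubated 30 min with compound, then NADPH (0.016 mM) and alpha-KG (2 mM) added; 80 min at RT, pH 7.5. Remaining NADPH coupled via diaphorase/resazurin to fluorescence (540/590 nm); concentration-response curves normalized to no-enzyme control.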
D2 agonist: D2 dopamine receptor (human) agonism | 0.53% of 340,000 active | P14416 | activation, % at 2 µM | HEK293 T-REx D2 cells, calcium flux agonist mode;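 active = activation over 3 SD above normal in the single-dose calcium agonist read, cut at about 30% in these data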; note: 0% is about no effect
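Tetracycline-induced HEK293 T-REx cells with force-coupled D2 receptor, plated overnight at 30 C, loaded with no-wash calcium dye. After a 10 s baseline, compound was pin-added and calcium flux read kinetically for 180 s; calcium rises flagged agonists.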
Pin1 inhibitor: blocks the human prolyl isomerase Pin1 | Pin1 FP peptide displacement, HiFluor488, 10 min | Potency, µM (series often up to 115 µM), for the others: at the top dose activity, negative = inhibition, usual class: inhibitors | 0.009% of 390,000 active; active = well fitted inhibition curve with a large enough effect in the polarisation, with a control signal flat, not every such curve was filed as active; inconclusive = small, poorly fitted or top-dose-only effect, or effect the other way, or a change in a side signal; inactive = no such curve, though single readings can be large or run the other way; the % refers to the polarisation; note: potency is the fitted concentration of half-maximal effect; % is set by controls: 0 for no effect and ±100 for the full control effect
Target sequence (Q13526 whole entry, looked up): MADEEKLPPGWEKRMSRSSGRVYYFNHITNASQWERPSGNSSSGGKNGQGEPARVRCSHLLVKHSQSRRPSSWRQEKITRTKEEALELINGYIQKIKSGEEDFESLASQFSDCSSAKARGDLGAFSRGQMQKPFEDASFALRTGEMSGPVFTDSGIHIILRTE
USP1 inh: inhibitors of human USP1/UAF1 deubiquitinase | O94782 | recombinant USP1/UAF1, Ub-Rhodamine cleavage fluorescence | Potency, µM (highest dose often 57.1 µM), inactives show top-dose activity change, negative = inhibition, usual class: inhibitors | 0.23% of 390,000 active; note: potency is the fitted concentration of half-maximal effect; % is set by controls: 0 for no effect and ±100 for the full control effect; nearly all actives have a fitted effect of over 60% in size; inactives centre near -12
Target sequence (O94782 whole entry, looked up): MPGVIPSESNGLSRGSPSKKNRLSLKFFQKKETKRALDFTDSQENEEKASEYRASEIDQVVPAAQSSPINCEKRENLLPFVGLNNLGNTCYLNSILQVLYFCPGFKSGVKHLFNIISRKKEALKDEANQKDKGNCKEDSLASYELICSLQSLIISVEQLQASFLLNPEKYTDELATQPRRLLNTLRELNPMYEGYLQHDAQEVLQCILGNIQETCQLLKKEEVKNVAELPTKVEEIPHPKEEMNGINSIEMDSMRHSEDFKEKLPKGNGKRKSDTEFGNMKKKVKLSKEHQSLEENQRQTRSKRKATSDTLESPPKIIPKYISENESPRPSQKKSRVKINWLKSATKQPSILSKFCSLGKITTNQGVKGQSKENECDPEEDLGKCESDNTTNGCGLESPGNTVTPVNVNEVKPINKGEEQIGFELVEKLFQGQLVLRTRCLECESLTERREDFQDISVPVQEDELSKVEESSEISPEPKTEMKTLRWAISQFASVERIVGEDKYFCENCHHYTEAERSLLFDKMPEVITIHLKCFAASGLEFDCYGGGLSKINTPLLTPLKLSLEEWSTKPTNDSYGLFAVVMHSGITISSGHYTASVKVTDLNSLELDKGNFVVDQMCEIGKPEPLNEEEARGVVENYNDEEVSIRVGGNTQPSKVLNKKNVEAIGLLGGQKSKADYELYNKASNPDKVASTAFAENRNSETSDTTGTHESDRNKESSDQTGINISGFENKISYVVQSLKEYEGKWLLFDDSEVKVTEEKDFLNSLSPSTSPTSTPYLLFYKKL
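USP1/UAF1 complex at 1 nM was preincubated with compound for 15 min at room temperature, then Ub-Rho substrate (150nM final) was added. Fluorescence (480/540 nm) was read kinetically, 6 reads every 60 seconds.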
TRHR PAM: TRH receptor (human) allosteric enhancement; P34981; TRHR cells, fluo-8 calcium fluorescence, EC20 TRH enhancement; enhancement, % at 2 µM; 0.66% of 360,000 active; AID 493056; in the data active = enhancement above about 30%; note: 0% is about no effect
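Enhancer read-out: after compound pinning and an initial kinetic agonist-mode read, an EC20 of TRH (10 nM final) was injected and fluo-8 calcium signal (Ex 480/Em 530) followed at 1 s/cycle for 100 cycles in TRHR-expressing cells.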
TRHR ag: TRH receptor (human) agonism | 0.18% of 360,000 active | TRHR cells, calcium flux fluo-8, FDSS agonist mode | activation, % at 2 µM | P34981 | AID 493084; in the data active = activation above about 30%; note: 0% is about no effect
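TRHR-expressing cells loaded with fluo-8 calcium dye; 23 nL library compound pin-transferred, kinetic FDSS fluorescence (Ex 480/Em 530) recorded about 180 s for agonist-induced calcium release, before a 10 nM TRH EC20 addition for potentiator mode.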
D2 antagonist: antagonizes the human D2 dopamine receptor; P14416; HEK293 TREx D2 cells, calcium flux, dopamine EC80; inhibition, % at 10 µM; 2% of 340,000 active; AID 485344; in the data active = inhibition above about 30%; note: 0% is about no effect
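Compounds are added to dye-loaded, induced HEK293 T-REx cells coupled to calcium release via D2; after a 3 min kinetic read an EC80 dopamine stimulus is given and fluorescence is recorded for 3 more min.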
* marks the source's active call; other numbers are inactive results; ? = inconclusive; · = not tested or not shown; & = joins results of further samples; [ ] = remark or other dose. Unless noted, calls come from the whole dose curve; as a rule, active = well fitted inhibition curve with a large enough effect; inconclusive = small, poorly fitted or top-dose-only effect; inactive = no such curve, though single readings can be large or run the other way. This is a subset; rates above refer to the full screens.

The line under a structure holds: TrxR1 substrate, TrxR1 inh, mIDH1 inhibitor, D2 agonist, Pin1 inhibitor, USP1 inh, TRHR PAM, TRHR ag, D2 antagonist
- NC(=O)C(c1ncc(C(F)(F)F)cc1Cl)c1c(Cl)cccc1Cl (configuration not stated)
→ 2%, 9%, 0%, ·, 8%, -13%, ·, ·, ·
- COc1ccc(CCNC(=O)COC(=O)C2COc3ccccc3O2)cc1 (configuration not stated)
→ 4%, 18%, 3%, -0.2, 2%, -20%, 0, -0.3, -6
- c1ccc(CN2CCN(CCCNc3ccc4nnc(-c5ccccc5)n4n3)CC2)cc1
→ 8%, ?, 10%, -2.5, -8%, -20%, -2, 0.1, 19
- CC1(C)CN(c2ccccc2)N(C(=O)c2ccc(F)cc2)C1=O
→ 8%, 19%, 20%, ·, 0%, -2%, ·, ·, ·
- CC(C)NC(=O)NC(=O)COc1ncnc2sccc12
→ 3%, 22%, 0%, 0.7, 3%, -12%, -7, -0.3, 3
- C=CCN1C(=O)[C@H]2CCC=C[C@H]2[C@@H]1c1cccc(C)c1
→ 4%, -28%, 12%, ·, 2%, -27%, ·, ·, ·
- COC(=O)c1ccc(NC(=O)CCN2C(=O)C3C4CCC(C4)C3C2=O)cc1 (configuration not stated)
→ -13%, -17%, 0%, 0.5, -8%, -3%, 3, 0.3, 0
- Cc1ccc(N(C)C(=O)c2ccc3c(Cl)c4c(nc3c2)CCC4)cc1C
→ -8%[57.1 µM], 8%[57.1 µM], -10%, -0.1, ?, -14%, -2, -0.4, 4
- COc1ccc(C(CC(=O)NCCN2CCOCC2)NS(=O)(=O)c2ccc(C)cc2)cc1 (configuration not stated)
→ 11%, 34%, 8%, 0.4, 4%, -3%, -5, -0.5, -7
- CSc1ccc(CN(C)CCc2ccccn2)cc1
→ -6%, 8%, 7%, 0.5, -2%, 3%, 3, 0.3, -9
- O=C1CCC(C(=O)NCc2ccccc2)N1 (configuration not stated)
→ 6%, 24%, 0%, 1.3, 1%, -27%, -3, 0.2, 6
- COc1ccc(NC2CCCN(C(=O)c3cc(C)nc4cc(F)ccc34)C2)cc1 (configuration not stated)
→ 2%[57.1 µM], 3%[57.1 µM], -13%, ·, -3%, 0%, -4, -0.2, ·
- CCN(CC)C(=O)[C@H]1C[C@H](CC(=O)NCCCn2ccnc2)C(=O)N2CCc3c([nH]c4cc(-c5ccco5)ccc34)[C@]12C
→ 44%[activator], 18%, -12%, ·, 4%, -28%, ·, ·, ·
- C=CCNC(=S)N/N=C1\CCS(=O)(=O)c2ccccc21
→ -10%, -5%, 3%, -0.6, -2%, -4%, 0, -0.7, 8
- O=C(O)/C=C/C(=O)Nc1nccs1
→ -1%, 4%, -19%, 1.5, -16%, -13%, -4, -0.2, -9

Sorted by length of the SMILES (rising): part of the list above
The line under a structure holds: TrxR1 substrate, TrxR1 inh, mIDH1 inhibitor, D2 agonist, Pin1 inhibitor, USP1 inh, TRHR PAM, TRHR ag, D2 antagonist
- CC(C)NC(=O)NC(=O)COc1ncnc2sccc12
→ 3%, 22%, 0%, 0.7, 3%, -12%, -7, -0.3, 3
- C=CCNC(=S)N/N=C1\CCS(=O)(=O)c2ccccc21
→ -10%, -5%, 3%, -0.6, -2%, -4%, 0, -0.7, 8
- NC(=O)C(c1ncc(C(F)(F)F)cc1Cl)c1c(Cl)cccc1Cl (configuration not stated)
→ 2%, 9%, 0%, ·, 8%, -13%, ·, ·, ·
- COc1ccc(NC2CCCN(C(=O)c3cc(C)nc4cc(F)ccc34)C2)cc1 (configuration not stated)
→ 2%[57.1 µM], 3%[57.1 µM], -13%, ·, -3%, 0%, -4, -0.2, ·

Further results.
The line under a structure holds: TrxR1 substrate, TrxR1 inh, mIDH1 inhibitor, D2 agonist, Pin1 inhibitor, USP1 inh, TRHR PAM, TRHR ag, D2 antagonist
- CCCc1cc(C(=O)OC)c(NC(=O)c2cc(C)on2)s1
→ 19%, 0%, -4%, 1.3, ?, -19%, 4, 1.3, -3
- O=S(=O)(c1ccc2c(c1)OCCO2)N(Cc1ccc(F)cc1)Cc1nnc(-c2cccs2)o1
→ 2%, 14%, 8%, 1.0, 7%, -14%, 0, -1.5, -14
- Cc1oc2c(c1C(=O)NCCCC(=O)O)CCCC2
→ 6%, 13%, -1%, 0.1, 21%, -10%, 1, -0.3, 4
- COc1ccc(OC)c(/C=C/C(=O)OCC(=O)Nc2ccc3c(c2)OCCO3)c1
→ 130%[activator], -2%, 7%, -1.4, 7%, -8%, -4, -0.7, -3
- O=c1c2c3nc4ccccc4nc3n(Cc3ccccc3)c2ncn1Cc1ccco1
→ 25%, 18µM*, 4%, 0.1, ?, -19%, -10, 1.0, -15
- CCN(CC)CCNCC(O)(c1ccc(Cl)cc1)c1ccc(Cl)cc1
→ 2%[57.1 µM], 6%[57.1 µM], 3%, ·, 13%, 5%, -4, 4.7, ·
- O=S1(=O)CCN2C(c3ccc4c(c3)CCCC4)=CSC2=N1
→ -5%[57.1 µM], 14%[57.1 µM], 9%, -0.4, -9%, -17%, 6, -0.3, 0
- Cc1oc(-c2ccccc2F)nc1CS(=O)CC(=O)NC(C)C (configuration not stated)
→ 1%, 40µM*, 27%, ·, -10%, ?, 0, 0.0, ·
- O=C(c1cccc(S(=O)(=O)NCc2ccccc2)c1)N1CCN(c2ccccc2Cl)CC1
→ 1%, -26%, -4%, ·, 12%, -16%, ·, ·, ·
- COc1ccc(CN(C(=O)c2oc3ccc(F)cc3c2C)C2CCS(=O)(=O)C2)cc1 (configuration not stated)
→ -14%, -8%, 0%, ·, -10%, -14%, -15, 1.3, -3
- Cc1ccc(NS(=O)(=O)c2ccc(C(=O)N3CCN(c4ccccn4)CC3)cc2)cc1
→ 7%[57.1 µM], 18%[57.1 µM], -2%, 7.7, -2%, -19%, -2, 1.9, -6
- CC(C)C(=O)Nc1nc2c(ncn2C2CC(O)C(CO)O2)c(=O)[nH]1 (configuration not stated)
→ 6%[57.1 µM], 18%[57.1 µM], -3%, 0.6, 2%, 5%, 1, 0.5, 19
- CN(C)S(=O)(=O)c1cccc(NC(=O)Cc2ccc(-c3ccccc3)cc2)c1
→ -8%, -9%, 6%, 0.5, 39%[activator], 4%, 0, 0.7, 0
- COc1cc(OC)cc(-c2c(-c3ccsc3)c3cc(Br)ccc3n2C)c1
→ 3%, 2%, 2%, -0.7, ?, -14%, 24, 0.3, -9
- CC1CCN(S(=O)(=O)c2ccc3c(c2)N(CC(=O)NCCCN2CCCC(C)C2)C(=O)CS3)CC1 (configuration not stated)
→ -10%, -13%, -2%&13%, 0.6&-0.2, -3%&-2%, -23%&-20%, 7&8, 0.5&0.4, -6

Rewritten field by field: entries from further up
SMILES: c1ccc(CN2CCN(CCCNc3ccc4nnc(-c5ccccc5)n4n3)CC2)cc1
  TrxR1 substrate = 8% | TrxR1 inh = ? | mIDH1 inhibitor = 10% | D2 agonist = -2.5 | Pin1 inhibitor = -8% | USP1 inh = -20% | TRHR PAM = -2 | TRHR ag = 0.1 | D2 antagonist = 19
SMILES: CC1(C)CN(c2ccccc2)N(C(=O)c2ccc(F)cc2)C1=O
  TrxR1 substrate = 8% | TrxR1 inh = 19% | mIDH1 inhibitor = 20% | D2 agonist = · | Pin1 inhibitor = 0% | USP1 inh = -2% | TRHR PAM = · | TRHR ag = · | D2 antagonist = ·

Other entries follow.
The line under a structure holds: TrxR1 substrate, TrxR1 inh, mIDH1 inhibitor, D2 agonist, Pin1 inhibitor, USP1 inh, TRHR PAM, TRHR ag, D2 antagonist
- COc1cccc(-n2c(=O)c3ccccc3n(CC(=O)NCC3CCCO3)c2=O)c1 (configuration not stated)
→ 3%, 15%, 7%, 0.3, -5%, -17%, -1, 1.0, -15
- CCOC(=O)C1=C(CSc2nc(-c3ccncc3)ccc2C#N)OC(N)=C(C#N)C1c1cccnc1 (configuration not stated)
→ 1%, ?, -1%, 3.5, 35%[activator], -16%, 0, 1.5, -2
- Cc1cc(NC(=O)CSc2nnc(C3CC3)n2Cc2ccccc2)no1
→ -3%, -2%, 9%, 0.9, -1%, -21%, -11, -1.2, -5
- COCCNC(=O)c1ccccc1NC(=O)CN(c1ccc2c(c1)OCO2)S(C)(=O)=O
→ 2%, 17%, 18%, 1.4, 0%, -2%, 1, 0.9, 2
- NC(=O)C1(c2ccccc2)CCCN1C(=O)c1ccc(Br)cc1 (configuration not stated)
→ 5%[57.1 µM], 3%[57.1 µM], 6%, -0.6, -2%, -13%, -3, -0.6, 12
- O=S(=O)(NCc1ccccc1Cl)c1ccc(N2CCCCS2(=O)=O)cc1
→ -9%[57.1 µM], -8%[57.1 µM], -5%, 1.2, 0%, -11%, 0, -0.7, ·
- CC(C(=O)Nc1ccccc1C(F)(F)F)n1nc(-c2ccccc2)c2c(c1=O)CCCC2 (configuration not stated)
→ 7%, 16%, 2%, ·, -3%, -14%, -12, -1.7, ·
- CS(=O)(=O)N(CC(=O)N1CCOCC1)c1ccc2c(c1)OCO2
→ -2%, -2%, 10%, -0.3, -4%, -16%, 3, 0.4, 18
- COCCN(C(=O)c1ccccc1OC1CCN(S(C)(=O)=O)CC1)C(C)C
→ 3%, 11%, -5%, 0.7, 6%, -12%, 1, 1.1, -1
- Cc1cccc2cc(C#N)c(NCCNS(=O)(=O)c3ccccc3)nc12
→ 9%[57.1 µM], 21%[57.1 µM], 2%, -0.2, 0%, -10%, 2, 0.1, -17
- Cc1ccnc(NS(=O)(=O)c2ccc(NC(=O)c3ccc4c(c3)OCCO4)cc2)n1
→ -5%, 21%, -6%, -0.5, 15%, -2%, 6, 0.3, 4
- O=c1c(Cc2c(F)cccc2Cl)c(O)ccn1CCc1ccccn1
→ 8%[57.1 µM], 7%, 0%, 0.3, -2%, -2%, 6, -0.4, -7
- O=C(NC(Cc1ccccc1)C(=O)NC1CC1)OCc1ccccc1 (configuration not stated)
→ 1%, 3%, -2%, 0.7, -4%, -12%, 3, 0.2, -1
